Source: PubChem
hcDAF-12 act: H. contortus DAF-12 nuclear receptor activators, primary screen, cell-based, luminescence, HEK293, lit1-tk-luc reporter | HEK293 hcDAF-12 lit1-tk-luc reporter; 0% DMSO, 100% Δ7-dafachronic acid | activation, % at 6.8 µM | 370,000 compounds, 1.4% hits;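 active = activation above the mean of all tested compounds plus 3 SD, cut at about 5.5% in these data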;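 also: 100% = response to 3 µM Δ7-dafachronic acid high control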
NPR1 activator: GC-A stimulated cGMP production enhancers – HEK293 GC-A cells, cGMP TR-FRET, EC30 ANP, primary screen; 370,000 compounds, 0.14% hits; activation, % at 10 µM; AID 1671463, 2021; Atrial natriuretic peptide receptor 1 (Homo sapiens), P16066; 0% at EC30 ANP, 100% saturating ANP; in the data active = activation above about 40%
Target sequence (P16066 whole entry, looked up): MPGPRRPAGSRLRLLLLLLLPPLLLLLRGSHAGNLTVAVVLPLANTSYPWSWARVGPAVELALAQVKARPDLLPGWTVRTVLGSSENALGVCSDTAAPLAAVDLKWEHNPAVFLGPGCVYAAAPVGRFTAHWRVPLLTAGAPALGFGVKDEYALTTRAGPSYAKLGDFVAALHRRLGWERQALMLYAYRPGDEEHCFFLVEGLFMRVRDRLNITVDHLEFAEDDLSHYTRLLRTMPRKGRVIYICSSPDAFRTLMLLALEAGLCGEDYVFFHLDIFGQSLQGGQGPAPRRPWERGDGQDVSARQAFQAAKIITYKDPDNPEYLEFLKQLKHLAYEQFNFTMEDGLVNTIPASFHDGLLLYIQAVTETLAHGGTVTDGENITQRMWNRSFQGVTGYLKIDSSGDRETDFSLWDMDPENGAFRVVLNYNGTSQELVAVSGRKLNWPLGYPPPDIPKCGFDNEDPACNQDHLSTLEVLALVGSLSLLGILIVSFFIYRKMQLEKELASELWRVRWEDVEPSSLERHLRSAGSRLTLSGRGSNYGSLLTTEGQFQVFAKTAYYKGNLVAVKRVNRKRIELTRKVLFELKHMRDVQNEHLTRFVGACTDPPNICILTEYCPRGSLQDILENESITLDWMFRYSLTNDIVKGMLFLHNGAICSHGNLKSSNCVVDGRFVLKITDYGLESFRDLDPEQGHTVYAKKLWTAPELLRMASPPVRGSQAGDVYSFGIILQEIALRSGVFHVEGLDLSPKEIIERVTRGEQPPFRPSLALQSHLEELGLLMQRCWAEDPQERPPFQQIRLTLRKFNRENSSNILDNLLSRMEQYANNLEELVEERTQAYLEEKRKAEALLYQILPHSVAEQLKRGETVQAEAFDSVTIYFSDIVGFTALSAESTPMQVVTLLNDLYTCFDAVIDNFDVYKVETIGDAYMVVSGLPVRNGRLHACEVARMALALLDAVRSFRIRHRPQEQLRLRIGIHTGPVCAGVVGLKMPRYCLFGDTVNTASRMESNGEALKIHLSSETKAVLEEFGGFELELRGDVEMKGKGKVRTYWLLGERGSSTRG
DAX1 inh-1: DAX1 (NR0B1) inhibitors on StAR promoter, primary screen, cell-based, luminescence, SF-1 (NR5A1), full-length DAX-1; HEK293T StAR-luciferase reporter, SF-1/DAX-1 repression relief; inhibition, % at 6.8 µM; 370,000 compounds, 1.1% hits; AID 652010, 2013;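 active = inhibition above the mean over all tested compounds plus 3 SD, cut at about 3.6% in these data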;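 also: 0% = DAX-1 cells with DMSO and 100% = cells lacking DAX-1 with DMSO; higher inhibition means more luminescence from relief of DAX-1 repression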
ADAM10 inh: human ADAM10 inhibitors, primary screen, biochemical, QFRET, HTS; recombinant ADAM10, EDANS/DABCYL FRET peptide cleavage, 3 h; 370,000 compounds, 0.62% hits; inhibition, % at 7 µM;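 active = inhibition above a per-campaign cutoff equal to the mean of compounds falling between control-based bounds plus 3 SD, cut at about 20% in these data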;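 also: 0% = DMSO wells while the 100% control is not disclosed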
hgDAF12 agonist: H. glycines DAF-12 receptor agonists, primary screen, cell-based, luminescence, HEK293, GAL4 fusion, UAS-luciferase | Nuclear hormone receptor DAF-12 (Heterodera glycines), GAL4 fusion | HEK293 GAL4-hgDAF12 UAS-luciferase reporter, agonist luminescence; normalized to butyrate control | activation, % at 6.8 µM | 370,000 compounds, 1.8% hits | AID 687014, 2013;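 active = activation above a cutoff set at the mean of all screened compounds plus 3 SD, cut at about 10% in these data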;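 also: 0% = DMSO wells and 100% = sodium butyrate wells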
ssDAF12 agonist: S. stercoralis DAF-12 nuclear receptor activators, primary screen, cell-based, luminescence, HEK293, GRIP1 co-expression, lit1-tk-luc; activation, % at 6.8 µM; HEK293 ssDAF-12/GRIP1 lit1-tk-luc reporter; % of 3 µM dafachronic acid response; AID 652126, 2013; 370,000 compounds, 1% hits;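 active = activation above the mean over all tested compounds plus 3 SD, cut at about 0.9% in these data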;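 also: 0% = DMSO-only wells and 100% = 3 µM delta7-dafachronic acid wells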
SMARCA2 act: SMARCA2 (BRM) function activators, primary screen, cell-based, luminescence, high throughput | MG213 cells, MMTV-luciferase reporter, dexamethasone, overnight | activation, % at 9.1 µM | 370,000 compounds, 1% hits; in the data active = activation above about 7.8%;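 also: 0% = vehicle wells and 100% = reference activator wells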
GC-B act: human GC-B receptor activators, primary screen, HEK293 GC-B cells, cGMP TR-FRET, EC30 CNP. Atrial natriuretic peptide receptor 2 (Homo sapiens), P20594. 0% at EC30 CNP, 100% saturating CNP. activation, % at 10 µM. 370,000 compounds, 0.11% hits. AID 1920062, 2024;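 active = activation at 10 µM reaching about 35% in either raw or pattern-adjusted values, limit read from the data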
DAX1 inh-2: DAX1 (NR0B1) inhibitors, primary screen, cell-based, HEK293, Gal4-DAX1, luciferase luminescence | AID 504766, 2011 | HEK293 Gal4-DAX1 luciferase reporter | inhibition, % at 6.75 µM | 340,000 compounds, 0.99% hits;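 active = inhibition above the mean over all tested compounds plus 3 SD, cut at about 4.2% in these data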;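 also: 0% = DAX1-transfected cells with DMSO and 100% = empty-vector control cells with DMSO; inhibition shows as a rise in luminescence from relieved DAX1 repression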
FXN GAA850 act: FXN promoter activators, primary screen, cell-based, luciferase luminescence, HEK293 lucGAA850; HEK293 lucGAA850 FXN promoter luciferase reporter, 24 h; percent of 10 µM SAHA response; activation, % at 6 µM; 360,000 compounds, 0.56% hits; AID 540364, 2011;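 active = activation above the average of all compounds screened plus 3 SD, cutoff fixed separately per campaign, cut at about 7.5% in these data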;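 also: 0% = DMSO wells and 100% = 10 µM SAHA wells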
HGIII-sPLA2 inh: human group III sPLA2 inhibitors, primary screen, biochemical, QFRET, BODIPY PC-A2 liposome substrate; QFRET BODIPY PC-A2 liposome hydrolysis, fluorescence; inhibition, % at 12.2 µM; 370,000 compounds, 0.56% hits; Group 3 secretory phospholipase A2 (Homo sapiens), Q9NZ20;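 active = inhibition above mean plus 3 SD of compounds lying within the high and low control bounds, cut at about 19% in these data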;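 also: 0% = median of test compound wells and 100% = no enzyme DMSO wells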
Numbers without * were called inactive; . = not tested or not shown. No enrichment for hits. Share with any hit: about 6.6%.

Results follow in this order: hcDAF-12 act, NPR1 activator, DAX1 inh-1, ADAM10 inh, hgDAF12 agonist, ssDAF12 agonist, SMARCA2 act, GC-B act, DAX1 inh-2, FXN GAA850 act, HGIII-sPLA2 inh
1) CCCCC(=O)Nc1cc(OC)c(NC(=S)Nc2ccc(OC)cc2)cc1OC
    -1.4, -3, -0.3, -3, -1.3, -1.1, 0, 2, 0.0, -0.2, -2
2) COc1ccc(N(CC(O)CN2CCCCC2)S(=O)(=O)c2ccc(C)cc2)cc1 (centres undefined)
    0.7, -7, 0.5, 4, 3.1, -0.3, 5, -12, -0.5, 0.3, -6
3) CC(C)(C)n1ncc2c(=O)n(CC(=O)N3CCc4ccccc43)cnc21
    -1.7, 3, -0.7, 5, -2.9, -1.2, 0, 0, -0.6, -4.5, 2
4) C=CCNc1nc2ccccc2c(=O)[nH]1
    1.7, -1, 0.1, -97, 0.2, -0.7, -1, 0, 0.8, 4.2, -2
5) COc1cc(NC(=O)c2sc3ncn(CC(=O)N4CCCCC4)c(=O)c3c2C)cc(OC)c1OC
    -1.7, -2, -0.4, 2, -3.3, -1.4, -2, 2, -0.2, -0.3, 4
6) CCc1nc2ccc(C(=O)NCCN3CCOCC3)cn2c1N(C=O)Cc1ccc(OC)cc1
    -0.2, 1, -0.3, -40, 0.5, -1.1, -4, -2, ., 1.8, 14
7) O=C(Nc1ccc(C(=O)N2CCCC2)cc1)c1cccc(C(F)(F)F)c1
    -0.8, -2, 1.6, -8, -0.1, -1.0, 0, -7, -0.7, 0.9, -1
8) Cc1ccc(Cl)cc1NC(=O)COC(=O)CSc1ccccc1
    -0.4, 1, -1.7, -1, 1.9, -1.0, 1, -5, 3.1, 0.5, -27
9) Oc1ccccc1Nc1nc(NCc2ccco2)c2ccccc2n1
    -3.2, 3, -1.4, 0, -2.6, -1.8, -2, -2, -2.3, 0.5, -4
10) COc1cccc(NC(=O)c2ccnc(N3CCC(C(=O)NCc4ccccc4OC)CC3)c2)c1
    2.1, 1, 0.3, -10, 2.9, -1.1, -1, 1, 1.1, 3.6, -6
11) CCc1ccc(NC(=O)c2ccc(F)c(S(=O)(=O)NCC3COc4ccccc4O3)c2)cc1 (centres undefined)
    -5.2, -1, -2.3, 29*, -1.4, -2.3, -4, -3, -2.9, -1.9, -34
12) CCCCn1c(N)c(-c2nc3ccccc3s2)c2c([N+](=O)[O-])nn(C)c(=O)c21
    -0.3, 7, -0.6, -1, 0.0, -1.4, 3, -1, 0.0, 1.0, -2
13) O=C(/C=C/c1cccc([N+](=O)[O-])c1)c1cccs1
    -2.1, -2, -0.5, -4, -0.6, -0.9, 1, -1, -1.1, 6.2, -1
14) CC1(C)Cc2c(sc(NC(=O)C(=O)N3CCCC3)c2C(N)=O)CO1
    3.4, 1, -1.2, -9, 1.0, -0.7, -4, -3, 0.4, 1.2, 8
15) CCSc1nnc(NC(=O)C2CCCN(C(=O)c3ccc(Cl)cc3)C2)s1 (centres undefined)
    -1.6, 0, -0.6, -6, 1.8, -0.6, 0, -3, 2.0, -0.4, -9
16) COc1ccccc1N1CCN(C(=O)c2cccc(Oc3ccccc3)c2)CC1
    0.1, 3, 0.0, 0, -3.1, -2.2, -2, 4, -0.9, 1.2, 0
17) Cc1[nH]c2ccc(-c3nnc(SCC(=O)N4CCCc5ccccc54)o3)cc2c1C
    -1.4, -1, 0.7, -2, -1.3, -1.2, -3, -2, -0.1, 0.4, 11
18) C=CC(=O)NC(NC(=O)C=C)c1ccccc1F
    0.3, 1, 0.3, -2, -0.3, -1.2, -3, 3, 3.8, 1.3, 10
19) CCOC(=O)Cc1csc(NC(=O)c2ccc3c(c2)OCO3)n1
    -0.7, -2, -0.7, 3, -0.5, -1.0, -1, -1, -0.5, 0.0, -2
20) O=C1C=C(c2ccc3c(c2)OCO3)C[C@@H](c2ccc(Cl)cc2)C1
    0.4, 0, -0.3, 8, -1.0, -1.5, -2, -1, 0.7, 0.7, 6
21) CCNC(=O)NC(=O)COC(=O)CCc1nc(=O)c2ccccc2n1C
    -0.6, -1, -0.1, -1, -4.7, -0.6, -1, -2, 0.8, 2.8, 0
22) Cc1c(NS(C)(=O)=O)c(=O)n(-c2ccccc2)n1C
    -1.1, 4, 0.8, 13, -0.9, -1.4, -1, -1, 0.4, 0.1, 4
23) Cc1ccc(S(=O)(=O)N(Cc2cccc([N+](=O)[O-])c2)C(=O)N2CCN(C)CC2)cc1
    1.3, 1, 1.6, 1, -0.8, -0.9, -3, 3, -0.7, -0.2, 9
24) CCN(CC)Cc1c(O)ccc2c(=O)c(-c3ccc4c(c3)OCCO4)coc12
    -1.6, 4, -0.3, -464, -2.0, -1.5, -2, -3, 0.3, -2.6, -1
25) CN(C)c1ccc(CN(CC2CCCO2)C(=O)c2cc3ccccc3o2)cc1 (centres undefined)
    -1.3, -1, -3.0, 4, 0.7, -0.8, -2, 3, -0.3, 2.2, 7
26) N#Cc1c(-c2ccccc2)nc2n(-c3ccccc3)nc(C(=O)Nc3ccccc3)n2c1=O
    2.1, -5, -0.4, -9, -0.6, -0.4, -2, -1, 1.5, 0.6, 12
27) C=CCn1c(SCc2nc3c(c(=O)[nH]c(=O)n3CCCC)n2CCC)nnc1-c1ccccc1
    -1.4, -5, 0.6, -3, -2.1, -1.2, -4, -5, 1.1, -1.6, -6
28) O=C1Nc2cc(C(=O)NCCCN3CCOCC3)ccc2S/C1=C/c1cccc(Cl)c1
    -2.2, 23, -0.2, -2, -1.9, -1.3, -1, 1, -1.7, -2.6, -21
29) O=C(c1cc2ccccc2o1)N1CCN(Cc2ccccc2)CC1
    -2.1, 0, 0.9, -3, 1.2, -1.6, -1, 4, 0.4, 1.9, -4
30) CC(C)c1ccccc1NC(=O)CNCCc1ccc(C(F)(F)F)cc1
    -0.3, -6, -0.1, 9, 0.5, -1.6, 1, -6, 2.0, 1.7, -6
31) O=C(CSc1nc2ccccc2[nH]1)Nc1ccc(F)cc1
    -2.0, 1, -0.6, -10, 0.5, -0.7, -2, -14, 1.4, -2.2, -6
32) CC1(C(=O)NS(=O)(=O)c2cccc(C#N)c2)CCN1C(=O)c1ccc(C2CCCCC2)cc1 (centres undefined)
    1.1, 0, -0.6, -12, -1.1, -0.6, -4, 0, ., 2.9, -7
33) O=C(CC1C(=O)NCCN1Cc1ccccc1C(F)(F)F)NCCN1CCOCC1 (centres undefined)
    1.9, 3, 0.4, -8, -0.7, -1.0, 1, 0, 0.6, -2.5, -3
34) COc1ccc(NC(=O)N/C=C/c2ccccc2)cc1
    1.0, 3, 2.2, 16, 12*, -0.6, 4, 2, 3.6, 6.3, 3
35) C/C(=N\NC(=O)c1cc(-c2ccc(Cl)s2)[nH]n1)c1ccncc1
    -0.7, 1, 0.0, 2, 1.0, -1.4, -1, 5, -0.2, -0.9, 4
36) CCCCOc1ccc(CN(C)c2ncnc(N)n2)cc1
    0.3, -3, -0.4, 4, 0.2, -0.8, -2, -4, 0.2, -1.3, -1
37) Cc1ccc2oc(C(=O)NCc3ccccc3)cc(=O)c2c1
    -0.6, 2, -0.3, -12, 0.8, -1.1, -2, 1, -1.0, -0.1, -2
38) COc1ccc(/C=C/C(=O)O/N=C(\N)c2ccccn2)cc1OC
    7.2*, -2, 6.2*, -166, 29*, 0.1, 8, -2, 0.8, 4.5, 4
39) COc1ccc(N2C(=O)CCC(C(=O)N3CCC(C(N)=O)CC3)C2c2ccc(F)cc2)cc1 (centres undefined)
    -0.6, 7, -0.3, -14, -0.5, -1.8, -3, 1, 3.6, -1.4, -1
40) CCOc1ccc(NC(=O)CCC(=O)NNC(=O)NC2CCCCC2)cc1
    -1.3, 3, -0.4, -12, -1.7, -1.3, -1, -2, 0.7, -0.5, 4
41) Cc1nnc(SCC(=O)Nc2cccc(S(=O)(=O)N(C)c3ccccc3)c2)s1
    -4.3, -1, -1.4, 1, -4.0, -2.2, -3, 3, -2.8, 1.9, -5
42) Cc1c(C(=O)NCc2cccnc2)sc2nc(-c3ccccc3)cn12
    -0.7, 9, 3.1, 6, 1.9, -1.7, 2, 4, -0.9, 4.7, -5
43) C[C@@H]1CN([C@H](C)CO)C(=O)c2cc(NC(=O)Nc3ccc(F)cc3)ccc2O[C@@H](C)CCCCO[C@H]1CN(C)Cc1ccc(C(=O)O)cc1
    -1.5, 4, 0.1, -19, -1.8, -0.7, -6, 4, 0.5, 0.4, -13
44) Cc1sc2nc(SCC(=O)c3cc(C)n(CC4CCCO4)c3C)n(C(C)C)c(=O)c2c1C (centres undefined)
    -0.8, -2, 0.4, -6, 1.6, -1.2, 0, 2, 2.7, -1.7, -4
45) O=C(Nc1c[nH]c(=O)[nH]c1=O)c1ccc2c(c1)C(=O)N(c1cccc([N+](=O)[O-])c1)C2=O
    0.1, -8, -1.0, 3, -2.6, -0.7, -4, 5, 0.6, 2.2, 6
46) Cc1ccc(S(=O)(=O)N2CCOCC2)cc1C(=O)Nc1c(C)n(C)n(-c2ccccc2)c1=O
    -0.7, 6, -0.4, -4, 0.9, -1.2, -1, 0, 3.1, -0.2, -5
47) COc1ccc([N+](=O)[O-])cc1NC(=O)CC(C)c1ccccc1 (centres undefined)
    -2.2, 2, -0.5, -3, -3.3, -1.6, -2, -3, 0.1, -1.8, -2
48) CC(OC(=O)c1ccc(S(=O)(=O)N2CCOCC2)cc1)c1ccccc1 (centres undefined)
    -0.7, -1, -3.4, -4, -0.8, -1.6, -1, 8, -0.1, 0.4, 3
49) O=C(Nc1ccccc1)c1ccco1
    0.1, 2, -0.2, -2, 0.1, 0.6, 0, 1, 0.5, 2.9, 2
50) CN(CC(=O)Nc1cccc(F)c1)C(=O)CN1C(=O)NC2(CCCCC2)C1=O
    2.0, 5, -0.3, -2, -1.7, -1.3, -2, 6, 0.8, 1.1, 18
51) O=C(CCCN1C(=O)/C(=C/c2ccco2)SC1=S)Nc1ccccc1
    -1.9, -5, 0.0, 0, 2.7, -1.7, 0, -3, 0.3, -0.5, -8
52) COCCn1c(CN2CCN(c3ccc(OC)cc3)CC2)nc2c1c(=O)n(C)c(=O)n2C
    -0.7, 1, -0.5, -9, -0.8, -1.1, -3, 0, -0.6, -1.7, 0
53) N#Cc1c(NC(=O)CCC(=O)O)sc2c1CCCC2
    -0.2, 8, 0.3, 1, -1.3, -1.3, 2, -2, 0.5, 0.8, -3
54) CCCC(=O)NC(Nc1cc(C(F)(F)F)ccc1Cl)C(Cl)(Cl)Cl (centres undefined)
    -3.1, -17, -1.6, 10, 1.1, -1.0, -1, -15, -0.9, -1.5, -2
